Compound activity (PubChem)
Mtb BioA inh = inhibitors of Mycobacterium tuberculosis BioA enzyme | purified M. tuberculosis BioA enzyme, plate reader | inhibition, % at 9.99 µM | 360,000 tested, 0.096% active | AID 602481; in the data active = inhibition above about 40%
UGM FP inh = inhibitors of M. tuberculosis UDP-galactopyranose mutase. purified UGM, fluorescence polarization probe displacement. 320,000 tested, 0.06% active. P9WIQ1. inhibition, % at 10 µM; in the data active = inhibition above about 10%, passing the limit was not always enough
Target sequence (P9WIQ1 whole entry, looked up): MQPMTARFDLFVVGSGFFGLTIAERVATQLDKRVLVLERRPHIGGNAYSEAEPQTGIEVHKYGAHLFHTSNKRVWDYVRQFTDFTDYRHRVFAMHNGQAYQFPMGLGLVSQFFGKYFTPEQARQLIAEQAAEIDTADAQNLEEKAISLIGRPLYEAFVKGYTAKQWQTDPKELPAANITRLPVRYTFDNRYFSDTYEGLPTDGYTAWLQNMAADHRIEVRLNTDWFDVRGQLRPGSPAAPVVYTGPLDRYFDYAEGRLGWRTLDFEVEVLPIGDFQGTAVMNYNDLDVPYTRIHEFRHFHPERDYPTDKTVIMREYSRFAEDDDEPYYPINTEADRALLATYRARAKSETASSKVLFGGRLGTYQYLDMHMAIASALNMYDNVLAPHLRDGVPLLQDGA
DUSP3 inh = DUSP3 (human) phosphatase inhibition; P51452; recombinant VHR phosphatase, pNPP absorbance; inhibition, % at 13.3 µM; 290,000 tested, 0.52% active; AID 1654; in the data active = inhibition above about 50%; also: some compounds called inactive have numbers as strong as hits
Rv3671c inh = inhibitors of M. tuberculosis serine protease Rv3671c | P9WHR9 | AID 2606 | 320,000 tested, 0.048% active | inhibition, % at 5.96 µM; in the data active = inhibition above about 38%;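 also: extracellular domain of Rv3671c used as enzyme; 0% = enzyme with DMSO and 100% = no enzyme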
Target sequence (P9WHR9 whole entry, looked up, the tested form may be a part): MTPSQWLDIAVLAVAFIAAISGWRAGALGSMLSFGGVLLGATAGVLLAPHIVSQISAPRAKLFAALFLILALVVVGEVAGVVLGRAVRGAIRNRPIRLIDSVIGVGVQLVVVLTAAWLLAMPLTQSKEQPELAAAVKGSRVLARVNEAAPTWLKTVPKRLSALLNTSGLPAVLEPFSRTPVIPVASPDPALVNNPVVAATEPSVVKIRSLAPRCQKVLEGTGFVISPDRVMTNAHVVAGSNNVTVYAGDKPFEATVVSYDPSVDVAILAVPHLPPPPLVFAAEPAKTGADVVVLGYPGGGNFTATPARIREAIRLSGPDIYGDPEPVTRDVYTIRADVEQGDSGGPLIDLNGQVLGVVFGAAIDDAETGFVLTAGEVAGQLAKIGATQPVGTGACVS
BH1578 lux ind = quorum light induction in luxS cqsA deficient V. cholerae | V. cholerae BH1578 lux reporter, luminescence, 6 h | activation, % at 18.7 µM | 350,000 tested, 0.16% active; in the data active = activation mostly above about 9.7%, no sharp cut-off; also: not every result past the cut was called active; inactives centre near 0; reference of the scale not given here
GDH-TPI counter = inhibits GDH-TPI coupling enzymes, artifact for Mtb FBA screen; 360,000 tested, 1.2% active; inhibition, % at 4.8 µM; GDH-TPI coupled enzyme counterscreen, NADH absorbance; in the data active = inhibition above about 30%;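 also: 0% = DMSO wells and 100% = wells lacking the enzyme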
3CLpro inhibitor = SARS-CoV 3CLpro protease inhibition. 290,000 tested, 0.14% active. P0C6X7. AID 1706. inhibition, % at 6 µM. recombinant SARS-CoV 3CLpro, quenched FRET peptide cleavage; in the data active = inhibition above about 12%
MazEF act = activators of E. coli MazEF toxin-antitoxin RNase; activation, % at 20 µM; 350,000 tested, 0.32% active; P0AE70; FAM/BHQ RNA-DNA oligo cleavage fluorescence, 5 h; in the data active = activation above about 50%
Target sequence (P0AE70 whole entry, looked up): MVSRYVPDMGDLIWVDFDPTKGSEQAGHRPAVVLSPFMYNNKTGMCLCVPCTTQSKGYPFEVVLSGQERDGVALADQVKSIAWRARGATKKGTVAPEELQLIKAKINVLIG
FBA Mtb inh = Mtb fructose-bisphosphate aldolase inhibition; AID 588726; inhibition, % at 1 µM; purified M. tuberculosis FBA, fluorescence read-out; P9WQA3; 360,000 tested, 2.3% active; in the data active = inhibition above about 27%;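 also: 0% = vehicle and 100% = reference inhibitor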
PriA SSB inh = inhibitors of Klebsiella pneumoniae PriA binding to SSB C-terminal tail | AlphaScreen SSBct-PriA binding, biotinylated peptide | inhibition, % at 33 µM | 430,000 tested, 0.6% active | AID 1272365; in the data active = inhibition mostly above about 37%, no sharp cut-off; inactive = mostly below about 20%;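 also: plate controls were negative control peptide for no effect and reference peptide for full effect; strong numbers were not always called active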
* marks the source's active call; other numbers are inactive results; i = inactive; · = no result given; & = joins results of further samples. Not all compounds are listed; rates above refer to the full screens.

SMILES	Mtb BioA inh	UGM FP inh	DUSP3 inh	Rv3671c inh	BH1578 lux ind	GDH-TPI counter	3CLpro inhibitor	MazEF act	FBA Mtb inh	PriA SSB inh
C#Cc1cccc(NC(=O)C2CCN(C(C)=O)CC2)c1	1.0	3.4	4	12	0.6	1	-2	-10	-2	-10
CC(C)c1nc2cc(C(=O)N3CCNC(=O)C3c3ccc(F)cc3)ccc2o1 (centres undefined)	1.1	-0.7	21	-8	2.2	1	-4	8	-6	5
CCOC(=O)C1=C(COC(=O)CCS(=O)(=O)c2ccc(C)cc2)NC(=O)NC1C (centres undefined)	-2.2	·	·	·	-2.3	6	·	-1	3	-10
O=C(NCc1cccs1)C1CCN(c2nc3ccccc3o2)CC1	-1.3	-0.8	11	4	i	8	-2	4	2	2
COc1cccc(C(=O)NC(=S)Nc2ccc([N+](=O)[O-])cc2C)c1	·	0.0	-11	9	-0.4	13	0	20	1	14
COC1CCN(C(=O)c2ccc3oc(Cc4ccc(Cl)cc4)nc3c2)CC1	1.6	1.7	-9	1	0.9	7	-8	1	0	-4
CC(NC(=O)COc1ccc(S(=O)(=O)N2CCOCC2)cc1)c1ccccc1 (centres undefined)	0.3	-1.2	·	-2	2.6	-6	·	9	1	-1
CC(OC(=O)Cc1coc2ccc3ccccc3c12)C(=O)Nc1ncc(Cl)cc1Cl (centres undefined)	·	2.0	-6	-5	-2.7	-3	3	1	2	8
O=C(OCC(=O)N1CCOCC1)c1ccccc1OCc1ccc(Cl)cc1	1.3	2.0	·	8	-0.4	2	·	7	-4	-10
CC(=O)c1cccc2c(O)c(C3=Nc4ccccc4C3=O)[nH]c12	-1.1	-1.1	-5	-4	i	21	0	4	6	9
CCCN(CCC)c1c([N+](=O)[O-])c(=O)oc2ccccc12	·	1.7	6	-5	i	9	0	-9	3	-3
O=C(O)C1CCCCC1C(=O)Nc1cnn(Cc2ccccc2)c1 (centres undefined)	3.8	-0.4	19	0	i	1	0	-1	3	-17
CN(Cc1nc(-c2cnccn2)no1)Cc1n[nH]c2c1CCCC2	·	·	21	·	i	3	0	3	3	-2
Cc1cccc(OCCC(=O)Nc2ccc(C)c(S(=O)(=O)N3CCOCC3)c2)c1	1.2	2.7	·	-1	-2.7	4	·	3	0	-9
CCOC(=O)N1CCN(c2c(NCCc3ccc(C)cc3)c(=O)c2=O)CC1	1.1	4.5	7	-1	1.6	-5	-1	7	-1	-6
CN(Cc1ccccc1)C(=O)COc1ccc(C(C)(C)C)cc1	-0.3	0.5	16	-3	i	6	4	10	-1	4&-11&-8
CC(=O)N(CCS(=O)(=O)c1ccc(Cl)cc1)Cc1cccs1	·	0.3	-7	1	-0.6	-2	-1	0	-2	2
COc1ccc(C(C#N)=Cc2ccccc2OC)cc1	-0.7	·	·	·	i	11	·	3	0	·
O=C(Nc1cccc(S(=O)(=O)N2CCOCC2)c1)c1cnn2c(C(F)F)cc(-c3ccccc3)nc12	·	-1.5	3	-6	3.1	-1	0	-4	-1	0
COC(=O)c1sc(NC(=O)CSc2nnc(Cn3nnc4ccccc43)n2C)nc1C	·	-0.2	-1	-2	-0.2	8	2	-7	2	2
Cc1oc2ccc(O)cc2c1C(=O)OC(C)C	-1.6	-1.9	4	0	1.9	0	1	0	0	-3
COc1ccccc1CC(=O)Nc1ccc(-c2noc(COc3cccc(C)c3C)n2)cc1	1.4	2.0	11	-72	-0.2	4	-3	-22	-4	-13
O=C(NCc1cn2ccsc2n1)Nc1cccc(Cl)c1	-1.1	3.8	15	0	i	10	3	2	0	-6
Cc1ccc(C(=O)NCc2ccc3c(c2)OCO3)o1	-2.3	1.0	14	-7	-0.3	-1	4	-6	2	-2
N#CC1=C(Nc2ccccc2)SC=C(c2ccc(F)cc2)N=C1N1CCOCC1	·	2.0	18	2	·	·	-8	·	·	·
CC(C)(Cl)C1Cc2cc3ccc(=O)oc3cc2O1 (centres undefined)	1.7	0.5	29	-2	i	26	2	0	167*	-4
OC[C@@H]1CN(Cc2ccc3c(c2)OCO3)C[C@H](n2cnc3c(N4CCCC4)ncnc32)O1	-2.0	·	·	·	-4.5	11	·	·	4	·
COc1ccc(C(NC(=O)c2cccc(F)c2)c2ccccc2)cc1 (centres undefined)	-1.6	-1.7	26	1	-0.1	-3	6	4	23	-8
CCOc1ccc(S(=O)(=O)NCC2CCCO2)c2ccccc12 (centres undefined)	0.1	1.0	-8	-6	0.8	-6	-1	2	0	-5
O=C(NCC(F)(F)F)c1ccc(S(=O)(=O)N2CCN(C(=O)C3CCCO3)CC2)cc1 (centres undefined)	-0.3	3.1	·	6	i	-4	·	0	-3	-14
CSC(=S)N/N=C(\C)c1ccc(Br)cc1	-0.4	-1.3	16	4	-0.5	6	1	5	-5	·
CN(C(=O)CC(NC(=O)c1ccccc1)(c1ccccc1)c1ccccc1)c1ccccc1	·	0.7	27	-4	i	-11	4	10	-1	5
COc1ccccc1CCNC(=O)C(=O)NCC1OCCN1S(=O)(=O)c1ccc(F)cc1 (centres undefined)	-0.5	0.2	-6	3	i	3	0	12	-2	-4
CC(=O)OCCNc1cc(SCc2ccco2)c2nonc2c1[N+](=O)[O-]	4.2	2.9	-17	-13	-1.8	22	-3	4	-2	5
FC(F)(F)c1nnc2c(Sc3ccccc3)nc3ccccc3n12	·	-6.2	-29	2	-0.7	3	-8	3	1	-11
Cc1nc(-c2ccccc2OC(F)(F)F)[nH]c(=O)c1Cl	·	3.0	6	7	-0.5	10	-1	8	2	-11
O=C(c1ccccc1)N(CCN1CCOCC1)C1(C(=O)Nc2ccccc2)CCCCC1	·	1.5	19	10	-0.2	3	1	0	-2	-13
O=C(NCc1ccccc1)c1cccc(NC(=O)c2ccco2)c1	0.9	-1.7	19	-2	i	-4	-2	-1	-2	8
Cc1noc(C)c1S(=O)(=O)N(C)C[C@H]1Oc2ccc(NC(=O)Cn3cnnn3)cc2C(=O)N([C@H](C)CO)C[C@@H]1C	-3.4	3.3	·	0	i	0	·	0	0	-3
C=CCn1c(SCc2csc(C)n2)nc2sc3c(c2c1=O)CCCCC3	0.8	1.3	17	-9	-2.0	4	-1	-1	0	-13
COc1cc(NC(=O)C2=COCCO2)c(OC)cc1Cl	-2.6	-5.5	·	1	i	9	·	-17	2	3
Cc1nc(N/N=C/c2cccc([N+](=O)[O-])c2)cc(N2CCCCC2)n1	0.2	·	·	·	i	-6	·	6	1	·
COCOCCn1cc(CN2CCS(=O)(=O)N(Cc3ccc(-c4ccc(OC)nc4)cc3)C(C)C2=O)nn1 (centres undefined)	-3.2	·	·	·	-0.2	-2	·	1	-1	·
COc1ccc(NC(=O)c2ccc(OC(F)F)cc2)cc1Cl	·	-1.7	-5	-5	-0.3	9	1	7	0	0
CC(=O)Nc1ccc(NC(=O)c2ccccc2N(C)S(C)(=O)=O)cc1	·	0.3	-4	3	i	3	0	-2	3	-17
COCC(=O)N/N=C/c1ccc(Sc2nc3ccccc3s2)o1	1.6	1.3	24	-7	-1.3	-2	2	4	7	·
CCCc1cc(=O)oc2cc(OCC(=O)N3CCc4ccccc43)ccc12	-2.5	-1.1	23	-1	·	-2	-2	-4	1	1
COC(=O)c1cc(Br)c(=O)n(Cc2ccncc2)c1	-0.9	-0.5	-33	8	3.4	3	-6	8	-1	-6
Cc1cccc(CN2CCCC(C(=O)c3cccc(OC(C)C)c3)C2)n1 (centres undefined)	·	-1.5	26	4	-0.2	5	1	0	7	7
Cc1nn(C)c(C(=O)N2CCc3ccccc32)c1Cl	-0.1	0.7	0	-4	1.4	14	2	0	1	1
(next part)
SMILES	Mtb BioA inh	UGM FP inh	DUSP3 inh	Rv3671c inh	BH1578 lux ind	GDH-TPI counter	3CLpro inhibitor	MazEF act	FBA Mtb inh	PriA SSB inh
CC(C(=O)N(C)c1ccccc1)N1CCN(C(=O)c2ccccc2)CC1 (centres undefined)	-1.5	2.0	-5	-1	-18	5	1	0	2	-5
CC(C)NC(=O)C(=O)NCCN1CCN(S(=O)(=O)c2ccc(Cl)cc2)CC1	-1.6	-0.3	20	-2	0.9	2	4	-13	3	-6
C=CCN([C@@H](CC(C)C)C(=O)OC)S(=O)(=O)N(CC=C)[C@@H](CC(C)C)C(=O)OC	0.5	2.0	·	8	0.0	-7	·	-3	1	-26
COc1ccccc1Oc1c(C)oc2c(CN3CCOCC3)c(O)ccc2c1=O	·	-0.1	21	8	-0.7	21	2	1	181*	2
CCOC(=O)c1sc(NC(=O)c2ccc(S(=O)(=O)N(C)C)cc2)cc1C	-1.7	2.4	-28	-28	·	16	4	7	1	-4
Cc1cccc(C)c1-n1c(C)cc(/C=C2\NC(=O)NC2=O)c1C	-2.5	0.4	22	-1	-0.3	33*	10	12	4	2
Cc1nc2ccc(NS(=O)(=O)c3ccc(Br)cc3)cc2s1	3.0	-0.7	·	-3	-3.2	7	·	-34	1	-8
COc1ccc(C(=O)NC(C)c2ccc(-n3ccnc3)cc2)cc1[N+](=O)[O-] (centres undefined)	8.0	3.6	21	-5	-4.8	1	1	9	1	2
CCOCC(=O)Nc1cc(C(=O)Nc2cccc(C)c2C)ccc1Cl	-2.4	4.3	-15	-3	i	11	8	-1	1	-5
COc1ccc(C(CCN2CCCCC2)c2c(O)cc(OC)cc2OC)cc1 (centres undefined)	0.1	-2.9	34	4	-0.2	3	·	8	-1	10
CCC(=O)n1nc(-c2ccccc2)nc1NCc1ccccc1	-2.8	2.5	9	0	-0.3	4	-4	-3	3	-16

No new results follow: an excerpt of the list.
SMILES	Mtb BioA inh	UGM FP inh	DUSP3 inh	Rv3671c inh	BH1578 lux ind	GDH-TPI counter	3CLpro inhibitor	MazEF act	FBA Mtb inh	PriA SSB inh
COC(=O)c1cc(Br)c(=O)n(Cc2ccncc2)c1	-0.9	-0.5	-33	8	3.4	3	-6	8	-1	-6
Cc1cccc(CN2CCCC(C(=O)c3cccc(OC(C)C)c3)C2)n1 (centres undefined)	·	-1.5	26	4	-0.2	5	1	0	7	7
Cc1nn(C)c(C(=O)N2CCc3ccccc32)c1Cl	-0.1	0.7	0	-4	1.4	14	2	0	1	1
CC(C(=O)N(C)c1ccccc1)N1CCN(C(=O)c2ccccc2)CC1 (centres undefined)	-1.5	2.0	-5	-1	-18	5	1	0	2	-5
CC(C)NC(=O)C(=O)NCCN1CCN(S(=O)(=O)c2ccc(Cl)cc2)CC1	-1.6	-0.3	20	-2	0.9	2	4	-13	3	-6
C=CCN([C@@H](CC(C)C)C(=O)OC)S(=O)(=O)N(CC=C)[C@@H](CC(C)C)C(=O)OC	0.5	2.0	·	8	0.0	-7	·	-3	1	-26
COc1ccccc1Oc1c(C)oc2c(CN3CCOCC3)c(O)ccc2c1=O	·	-0.1	21	8	-0.7	21	2	1	181*	2
CCOC(=O)c1sc(NC(=O)c2ccc(S(=O)(=O)N(C)C)cc2)cc1C	-1.7	2.4	-28	-28	·	16	4	7	1	-4
Cc1cccc(C)c1-n1c(C)cc(/C=C2\NC(=O)NC2=O)c1C	-2.5	0.4	22	-1	-0.3	33*	10	12	4	2
Cc1nc2ccc(NS(=O)(=O)c3ccc(Br)cc3)cc2s1	3.0	-0.7	·	-3	-3.2	7	·	-34	1	-8
COc1ccc(C(=O)NC(C)c2ccc(-n3ccnc3)cc2)cc1[N+](=O)[O-] (centres undefined)	8.0	3.6	21	-5	-4.8	1	1	9	1	2
